Bioassay records (PubChem BioAssay)
ELG1 repair inh: qHTS screen for small molecules that inhibit ELG1-dependent DNA repair in human embryonic kidney (HEK293T) cells expressing luciferase-tagged ELG1; HEK293T ELG1-luciferase reporter, luminescence, 16 h; DNA damage induced by 5-fluorouridine; Potency, µM (series often up to 46.1 µM), for inactives: at the highest dose activity change, negative = inhibition, hits mostly inhibitors; 330,000 compounds, 2.3% hits; note: potency is the fitted concentration of half-maximal effect; % is set by controls: 0 for no effect and ±100 for the full control effect; nearly all actives have a fitted effect of over 55% in size
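Quantitative HTS, concentration-response format. 2,000 cells/well co-treated with 5-fluorouridine and compound, 16 hr in 5% CO2 at 37 °C; ONE-Glo luminescence read after 30 min.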
AT treatment: qHTS Assay for Identifying a Potential Treatment of Ataxia-Telangiectasia. […] A-T fibroblasts, KAP-1 phosphorylation AlphaLISA; neocarzinostatin DNA damage 30 min before lysis. Potency, µM (highest dose often 57.5 µM), without a hit: top-dose activation, usual class: activators. 320,000 compounds, 0.19% hits. AID 485349, 2010; note: potency is the fitted concentration of half-maximal effect; % of control where 0% means no effect; nearly all actives have a fitted effect of over 45% in size
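hTERT-immortalized A-T patient fibroblasts ([…]), 500 cells/well in OPTI-MEM, 1% FBS, got compounds for 60 min, then NCS for 30 min at 37C. Lysates were then assayed for phospho-KAP-1 by AlphaLISA (anti-pKAP1 donor, anti-KAP1 acceptor beads), 6 hr at 25C.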
KCNH2 WT inh: qHTS for Inhibitors of KCHN2 3.1: Wildtype qHTS | 340,000 compounds, 0.37% hits | activity change, % at 1.84 µM | Voltage-gated inwardly rectifying potassium channel KCNH2 (Homo sapiens), Q12809 | U2OS, BacMam KCNH2, thallium flux FluxOr; active compounds read low;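 active = maximum activity change below -70%; inconclusive = maximum activity change between -70% and -50%; inactive = maximum activity change above -50%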; note: % is set by controls: 0 for no effect and ±100 for the full control effect
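U2OS cells transduced with wild-type KCNH2 virus are loaded with FluxOr dye for 45 min, and thallium flux is measured in kinetic reads before and after stimulation buffer. Rate constants are normalized to DMSO controls.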
Eya2 inh: qHTS Assay for Inhibitors of the Phosphatase Activity of Eya2 | Potency, µM (highest dose often 76.9 µM), without a hit: at the highest dose activity, negative = inhibition, usual class: inhibitors | 330,000 compounds, 0.006% hits | recombinant Eya2, OMFP fluorescence dephosphorylation (OMFP is methylfluorescein phosphate); note: potency is the fitted concentration of half-maximal effect; % is set by controls: 0 for no effect and ±100 for the full control effect
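Eya2 (0.2 uM) preincubated 10 min at ambient with compound, then OMFP substrate added at 50 uM; 10 min reaction in 50 mM HEPES pH 7.5, 50 mM NaCl, 5 uM MgCl2, 0.05% BSA, 1 mM DTT. Fluorescence read at Ex 485/Em 525 nm.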
TRPV1 agonist: HTS Assay for Compounds that Act as Agonists of the Vanilloid Receptor 1 | AID 540275, 2011 | TRPV1-expressing cells, Fluo-8 calcium influx, agonist mode | activation, % at 8.33 µM | 320,000 compounds, 0.19% hits | Transient receptor potential cation channel subfamily V member 1 (Homo sapiens), Q8NER1; in the data active = activation above about 80%; inconclusive = between about 30% and that limit; note: 0% is about no effect
Target sequence (Q8NER1 whole entry, looked up): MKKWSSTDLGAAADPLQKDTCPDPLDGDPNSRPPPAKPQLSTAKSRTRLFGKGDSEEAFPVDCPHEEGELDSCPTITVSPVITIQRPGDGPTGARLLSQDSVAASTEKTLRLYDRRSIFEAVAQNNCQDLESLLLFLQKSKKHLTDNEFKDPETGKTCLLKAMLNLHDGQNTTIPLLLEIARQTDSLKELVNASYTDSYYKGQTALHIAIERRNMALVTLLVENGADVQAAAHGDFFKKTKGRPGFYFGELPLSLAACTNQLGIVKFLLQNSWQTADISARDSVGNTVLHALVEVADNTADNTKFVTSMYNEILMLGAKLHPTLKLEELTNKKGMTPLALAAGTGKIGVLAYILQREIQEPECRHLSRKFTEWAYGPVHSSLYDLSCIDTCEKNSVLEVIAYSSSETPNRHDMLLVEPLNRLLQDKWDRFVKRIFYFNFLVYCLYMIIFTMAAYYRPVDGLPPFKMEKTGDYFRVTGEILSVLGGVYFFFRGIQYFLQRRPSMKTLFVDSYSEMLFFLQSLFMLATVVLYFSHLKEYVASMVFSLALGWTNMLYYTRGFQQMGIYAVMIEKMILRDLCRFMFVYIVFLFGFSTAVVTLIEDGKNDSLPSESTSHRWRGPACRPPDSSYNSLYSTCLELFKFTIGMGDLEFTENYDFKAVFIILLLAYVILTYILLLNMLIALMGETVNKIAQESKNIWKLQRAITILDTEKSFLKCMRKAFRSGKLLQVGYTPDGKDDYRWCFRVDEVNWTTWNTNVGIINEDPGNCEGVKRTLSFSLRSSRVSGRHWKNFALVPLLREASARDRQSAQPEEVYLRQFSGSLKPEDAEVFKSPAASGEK
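Fluo-8 calcium influx in TRPV1-expressing cells, kinetic read (ex 480/em 520 nm). Compound added and read 3 min for agonist activity, followed by capsaicin at EC20 final and 2 min further read for enhancement.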
USP2a block: qHTS Assay for Inhibitors of Ubiquitin-specific Protease USP2a Using CHOP2 as the Reporter. Ubiquitin carboxyl-terminal hydrolase 2 (Homo sapiens), O75604. 330,000 compounds, 0.01% hits. USP2 core, Ub-CHOP2 coupled fluorogenic reporter, 485/531. Potency, µM (top dose mostly 38.3 µM), without a hit: at the highest dose activity change, negative = inhibition, usual class: inhibitors;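 note: potency is the fitted concentration of half-maximal effect; plate controls were DMSO wells for no effect and full inhibition by NEM control for full effect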
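Cell-free coupled assay: 10nM USP2 core preincubated 30min RT with compound in Tris-HCl pH 8.0/CaCl2/CHAPS buffer, then 25nM Ub-CHOP2 and 25nM reporter substrate; fluorescence (Ex 485/Em 531) read after 60min RT, normalized to NEM inhibition, concentration-response curves fitted.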
TSHR antag: Antagonists of the Thyroid Stimulating Hormone Receptor: HTS campaign. Thyrotropin receptor (Homo sapiens), P16473. activity change, negative = inhibition, % at 11.5 µM. TSHR-expressing cells, TSH-stimulated cAMP HTRF, 2 h; active compounds read low. 330,000 compounds, 0.2% hits;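 active = activity change below a set negative limit, meaning inhibition stronger than a set level, cut at about -70% in these data; inconclusive = activity change between two set negative limits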; note: % is set by controls: 0 for no effect and ±100 for the full control effect
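Freshly harvested TSHR cells receive pin-tooled compound, then EC80 TSH at 4nM final. After 2 hours at 37 deg C, antibody in lysis buffer and cAMP-d2 are added; 30 minutes at ambient temperature precede the HTRF read.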
KCNH2 3.1 block: qHTS for Inhibitors of KCHN2 3.1: Mutant qHTS. activity change, % (tested at about 1.8 µM). 340,000 compounds, 0.95% hits. U2OS KCNH2 3.1, thallium flux FluxOr; active compounds read low;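 active = maximum activity change below -70%; inconclusive = maximum activity change from -70% to -50%; inactive = maximum activity change above -50%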;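 note: thallium influx rate constant from kinetic fluorescence after stimulation buffer; % is set by controls: 0 for no effect and ±100 for the full control effect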
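Kinetic fluorescence (2 min after stimulation buffer) measures Tl+ influx through KCNH2 3.1 expressed by viral transduction in U2OS cells; the rate constant is normalized against DMSO controls serving as positive and negative references.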
TCR activator: Activators of T cell receptors: qHTS campaign; Potency, µM (series often up to 9.22 µM), for inactives: at the top dose activation of IL-2 secretion, most hits filed as activators; 330,000 tested, under 10 active; primary human leukocytes, anti-CD3, IL-2 HTRF, 48 h; note: % of control where 0% means no effect
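1) Mix primary human leukocytes, a-CD3 beads and compound. 2) Incubate 48 hr. 3) Add HTRF IL-2 reagents (a-IL-2-K, a-IL-2-d2).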
Mito fusion yeast: qHTS Assay for Small Molecule Inhibitors of Mitochondrial Division or Activators of Mitochondrial Fusion. S. cerevisiae fusion-defective mutant growth rescue, CellTiterGlo 48 h. Potency, µM (doses to about 46.1 µM), without a hit: top-dose growth rescue (activation), actives largely listed as activators. 320,000 compounds, 0.23% hits. AID 485298, 2010;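 note: potency is the fitted concentration of half-maximal effect; % of control where 0% means no effect; nearly all actives have a fitted effect of over 45% in size; temperature-sensitive fusion mutants such as fzo1-1 at 37 °C on non-fermentable ethanol glycerol medium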
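Temperature-sensitive fusion-defective S. cerevisiae (e.g. fzo1-1, mgm1-5) were grown with compound in YPEG medium (3% ethanol, 3% glycerol) for 48 hours at 37C. Growth rescue was measured as viability by CellTiterGlo luminescence after 10 minutes at ambient.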
Starred values were filed as active, the others as inactive; u = inconclusive; x = no result given; [ ] = remark or other dose. Unless noted, calls come from the whole dose curve; as a rule, active = well fitted curve in the direction sought with a large enough effect; inconclusive = small, poorly fitted or top-dose-only effect, or another doubt; inactive = no such curve, though single readings can be large; an effect the other way counts as inactive or inconclusive. Only part of the results is shown; the hit share may differ from the screen's.

SMILES	ELG1 repair inh	AT treatment	KCNH2 WT inh	Eya2 inh	TRPV1 agonist	USP2a block	TSHR antag	KCNH2 3.1 block	TCR activator	Mito fusion yeast
CC(C)CN(C(=O)COc1ccc(-c2nnco2)cc1)C1CCS(=O)(=O)C1 (stereo not drawn)	0%	-2%	8	0%	1	0%	6	-2	5%	-1%
CNC(=O)c1ccsc1NC(=O)CCS(=O)(=O)c1ccccc1	-10%	1%	-15	-6%	0	1%	16	-4	1%	-6%
O=C1CCc2cc(S(=O)(=O)Nc3ccccc3F)cc3c2N1CCC3	13%	9%	-5	-21%	0	0%	-13	4	-5%	14%
Nc1cc(OC(=O)c2ccc(F)cc2)nn1S(=O)(=O)c1ccccc1	-23%	3%	6	15%	2	5%	-4	6	1%	0%
COc1ccc(N(CC(=O)NC(C)(C)C)C(=O)CCC(=O)Nc2nccs2)cc1	-1%	0%	-9	-8%	-2	3%	9	-4	9%	-1%
Cc1ccc(OCC(=O)N[C@@H](C)c2nnc3ccccn23)cc1C	16%	0%	-21	8%	-3	6%	-8	6	1%	3%
O=C(CSc1nnc2c(Cl)cc(Cl)cn12)N1CCN(S(=O)(=O)c2ccccc2)CC1	10%	-2%	1	1%	-2	2%	-8	-1	0%	-2%
CC(Sc1ccc2nnc(-c3ccc(F)cc3)n2n1)C(=O)O (stereo not drawn)	0%	11%	-36	-5%	1	0%	4	6	-3%	-17%
CC1CCCC(C)N1C(=O)Cc1ccccc1 (stereo not drawn)	8%	2%	11	-25%	0	10%	2	20	1%	3%
CCn1c(C)[n+](CCCS(=O)(=O)[O-])c2cc(Cl)c(Cl)cc21	-11%	1%	-9	-4%	0	2%	-2	4	2%	-2%
COc1cccc(NC(=O)CSC2=NN3CCCC(=O)N=C3S2)c1	-4%	-5%	2	11%	-1	2%	-5	-13	4%	1%
CC12CCC(=O)N1C(C(=O)NNC(=O)COc1ccc(Br)cc1)CS2 (stereo not drawn)	4%	8%	-5	8%	-2	0%	-2	2	3%	-7%
CC(C)(C)OC(=O)N1CCC(C(=O)N[C@@H](Cc2ccccc2)C(=O)O)CC1	5%	5%	16	1%	0	6%	6	-16	-1%	-1%
Cc1ccc(-c2csc3ncnc(-n4nnc5ccccc54)c23)cc1	-14%	13%	0	-5%	8	1%	-8	3	-3%[46.1 µM]	u
CCN1CCN(c2cc(N3CCN(C(=O)c4ccco4)CC3)c3c4c(onc24)-c2ccccc2C3=O)CC1	-11%	-11%	-2	5%	0	0%	-14	-4	2%	-8%
Cn1c(NCc2ccc(Cl)cc2)nc2ccccc21	u	1%	-4	-11%	3	4%	10	-11	-3%	3%
COc1cccc(/C=N\NC(=O)c2ccc(Cn3cc(Br)c([N+](=O)[O-])n3)o2)c1O	u	-1%	7	-12%	19	-9%	20	-2	-19%	5%
COc1cccc(Nc2nc3ccccc3nc2NS(=O)(=O)c2ccc(NC(C)=O)cc2)c1	20%	5%	4	14%	4	2%	-22	-22	-4%	4%
O=C1CCC2=C(CCCC2=O)N1	0%	3%[11.5 µM]	3	2%	2	0%	6	0	x	0%
CCOC(=O)CC(=O)CSc1nc(C)cc(-c2cccnc2)c1C#N	-8%	7%	-6	7%	0	3%	-4	-8	-17%	0%
CC(=O)Nc1cccc(NC(=O)COc2ccc3c(c2)CCC3)c1	u	-2%	-11	-2%	u	-2%	-24	-36	-3%	14%
O=C1c2ccccc2C(=O)C1c1ccc2ccccc2n1	u	-1%	-3	-24%	6	-6%	-5	16	-2%	3%
Nc1cc(=O)[nH]c(SCCSc2cc(Cl)ccc2Cl)n1	u	-9%	-3	1%	2	-2%	6	12	-2%	-3%
COc1ccc(-n2nc(C(=O)NCC(=O)NCCCN3CCN(C)CC3)c3ccccc3c2=O)cc1	0%	6%	4	-5%	2	2%	-100*	-14	2%	2%
Cc1oc2c(CN(C)C)c(O)ccc2c(=O)c1-c1ccc2ccccc2n1	-1%	-1%	-9	26%	-5	1%	12	-10	-1%	0%

Sorted by value in TSHR antag (highest first): some entries from above
structure	Eya2 inh	TRPV1 agonist	TSHR antag	TCR activator
Nc1cc(=O)[nH]c(SCCSc2cc(Cl)ccc2Cl)n1	1%	2	6	-2%
CC1CCCC(C)N1C(=O)Cc1ccccc1 (stereo not drawn)	-25%	0	2	1%
CCOC(=O)CC(=O)CSc1nc(C)cc(-c2cccnc2)c1C#N	7%	0	-4	-17%

Random excerpt: two compounds from above
SMILES	ELG1 repair inh	AT treatment	KCNH2 WT inh	Eya2 inh	TRPV1 agonist	USP2a block	TSHR antag	KCNH2 3.1 block	TCR activator	Mito fusion yeast
Nc1cc(=O)[nH]c(SCCSc2cc(Cl)ccc2Cl)n1	u	-9%	-3	1%	2	-2%	6	12	-2%	-3%
CC(=O)Nc1cccc(NC(=O)COc2ccc3c(c2)CCC3)c1	u	-2%	-11	-2%	u	-2%	-24	-36	-3%	14%

Additional entries.
SMILES	ELG1 repair inh	AT treatment	KCNH2 WT inh	Eya2 inh	TRPV1 agonist	USP2a block	TSHR antag	KCNH2 3.1 block	TCR activator	Mito fusion yeast
O=C(CSc1ccc2ccccc2n1)Nc1ccc(N2CCOCC2)cc1	-18%	2%	-3	-20%	23	2%	2	7	-3%	-8%
Cc1nn(Cc2ccc(C(=O)NN)o2)c(C)c1Cl	u	-5%	-5	-5%	u	0%	1	-1	-2%	-2%
Cc1cccc(/N=C/c2sc3ccccc3c2O)n1	u	2%	3	1%	13	0%	-3	-3	5%	-3%
Cc1c(C(=O)N2CCCCC2)c(S(=O)(=O)N(C)Cc2ccccc2)c(C)n1C	12%	-9%	11	4%	9	1%	1	-3	-3%	-8%
COc1ccc(-c2nc(CS(=O)CC(=O)NCc3cccnc3)c(C)o2)cc1 (stereo not drawn)	1%	-5%	-11	10%	-1	-1%	-2	4	11%	-4%
CC(=O)Nc1ccc(OC(F)(F)C(F)C(F)(F)F)c(NC(C)=O)c1 (stereo not drawn)	8%	-1%	5	-4%	-2	-7%	1	44	3%	3%
Fc1cc2[nH]c(=S)[nH]c2c(Br)c1N1CCSCC1	u	-4%	2	6%	-5	0%	-4	3	2%	-14%
O=C(c1ccccc1NS(=O)(=O)c1ccc(F)cc1F)N1CCCCC1	-10%	10%	-2	u	x	0%	-2	13	4%	x
CCc1ccccc1N1C(=O)c2cccc3c(N4CCOCC4)c([N+](=O)[O-])cc(c23)C1=O	-10%	-3%	1	u	-3	0%	1	13	6%	7%
Cc1nn(Cc2ccc(C(=O)Nc3nc4c(C)cccc4s3)o2)c(C)c1Br	u	-2%	11	-6%	-2	3%	-18	-6	-4%	3%
CC(=O)c1c(C)nc(-c2ccccc2)n1O	1%	0%	4	2%	1	0%	-13	5	0%	-5%
O=C(C(=O)N1CCN(Cc2ccc3c(c2)OCO3)CC1)c1c[nH]c2ccccc12	u	-4%	0	-6%	5	3%	-3	-3	6%	-1%
O=C(NCC1CCCO1)c1cccc(S(=O)(=O)Nc2ccc(SC(F)F)cc2)c1 (stereo not drawn)	21%	-3%	15	1%	1	0%	1	5	-8%	0%

Just Mito fusion yeast (2 entries from above):
smiles | Mito fusion yeast
CC(=O)c1c(C)nc(-c2ccccc2)n1O | -5%
O=C(C(=O)N1CCN(Cc2ccc3c(c2)OCO3)CC1)c1c[nH]c2ccccc12 | -1%

Part of the list above in order of length of the SMILES, falling.
SMILES	ELG1 repair inh	AT treatment	KCNH2 WT inh	Eya2 inh	TRPV1 agonist	USP2a block	TSHR antag	KCNH2 3.1 block	TCR activator	Mito fusion yeast
O=C(C(=O)N1CCN(Cc2ccc3c(c2)OCO3)CC1)c1c[nH]c2ccccc12	u	-4%	0	-6%	5	3%	-3	-3	6%	-1%
Cc1c(C(=O)N2CCCCC2)c(S(=O)(=O)N(C)Cc2ccccc2)c(C)n1C	12%	-9%	11	4%	9	1%	1	-3	-3%	-8%
Cc1nn(Cc2ccc(C(=O)Nc3nc4c(C)cccc4s3)o2)c(C)c1Br	u	-2%	11	-6%	-2	3%	-18	-6	-4%	3%
